# All columns: NCI-60 one-dose screen, growth in % after 48 h at 10 µM unless noted; 100 = growth as untreated, 0 = no growth, -100 = all killed.
# NCI-H322M: NCI-H322M lung cancer; 80,000 compounds, 2.7% hits
# COLO 205: COLO 205 colon cancer; 79,000 compounds, 7.3% hits; AID 1794742
# RXF 393: RXF 393 renal cancer cells. 77,000 compounds, 6.9% hits. AID 1794773
# A498: A498 renal cancer cells. 76,000 compounds, 5.4% hits. AID 1794774
# HT29: HT29 colon cancer. 81,000 compounds, 7.4% hits
# NCI-H226: NCI-H226 lung cancer; 79,000 compounds, 3.5% hits
# NCI-H522: NCI-H522 lung cancer. 78,000 compounds, 8% hits
# NCI-H23: NCI-H23 lung cancer. 80,000 compounds, 4% hits
# NCI-H460: NCI-H460 lung cancer | AID 1794736 | 82,000 compounds, 6.8% hits
# The depositor's hits bear a star; nt = not tested or not shown; & = joins results of further samples. The calls were made as follows: active = growth percent below 10; inactive = the rest.
# Order of results – NCI-H322M	COLO 205	RXF 393	A498	HT29	NCI-H226	NCI-H522	NCI-H23	NCI-H460
[1] O=C(NNc1nccc(Nc2ccc(S(=O)(=O)Nc3ccncc3)cc2)n1)c1ccccc1
→ 96.9	121.5	109.4	102.9	94.4	108.4	94.5	5.2*	119.2
[2] O=S1(=O)CC(Cl)C1
→ 103.5	123.6	104.0	52.4	113.9	101.9	113.2	102.4	103.5
[3] COc1nc2c(c(=O)n1C)CN(c1ccccc1)C=N2
→ 117.1	109.6	111.3	125.6	105.1	102.2	92.9	100.2	106.6
[4] CC(=O)Nc1ccc(/C=N/O)cc1
→ 101.4	110.7	99.3	90.0	121.9	91.9	106.4	100.2	103.9
[5] NCCOc1ncccc1/C=C1\c2ccccc2-c2ccc(C(F)F)cc21
→ 98.8	48.9	61.5	47.5	48.9	61.8	79.0	42.3	9.8*
[6] Cn1c2c(c3ccc(Cl)c(Cl)c31)C(C#N)C1(CCN(C(=O)OC(C)(C)C)CC1)NC2=O (stereo unspecified)
→ 93.0	114.6	88.4	97.6	95.4	91.0	81.7	85.3	92.2
[7] N#CCCNCc1ccccc1
→ 113.5	131.9	111.4	132.0	115.5	94.7	113.6	103.3	106.8
[8] Cc1ccc(CSc2ncnc3nc[nH]c23)cc1
→ 104.4	119.9	107.7	117.0	112.2	105.4	137.9	97.8	114.6
[9] COc1ccc(-c2nn(-c3ccccc3)cc2/C=C2\SC(=S)N(CCc3ccccc3)C2=O)cc1
→ 100.1	110.5	112.1	70.4	100.1	88.4	82.2	90.7	63.4
[10] O=C(Cc1ccccc1Nc1c(Cl)cccc1Cl)NN1C(=O)/C(=C/c2ccc(Br)cc2)SC1=S
→ 98.7	104.6	110.6	106.7	108.6	95.6	93.9	97.5	103.8
[11] COc1ccc2cc([C@H](C)C(=O)NCc3ccccc3)ccc2c1
→ 49.7	0.9*	nt	63.1	5.2*	59.5	-5.3*	33.6	17.7
[12] C=C1C(=O)O[C@H]2[C@H]1CC/C(COC(=O)c1ccc3ccccc3c1)=C\CC[C@@]1(C)O[C@@H]21
→ 45.0	-71.1*	-91.0*	64.1	-87.5*	-82.3*	-77.3*	2.6*	8.7*
[13] CCCCn1c(=O)c(/C=C/c2cc(/C=C/c3cc4cc(C)ccc4n(CCCC)c3=O)[nH]n2)cc2cc(C)ccc21
→ 99.9	106.8	nt	106.4	103.1	98.9	96.7	106.1	110.7
[14] COc1ccc(NC(=S)N/N=C(\C)c2cc3ccccc3oc2=O)cc1
→ 89.5	128.0	97.8	nt	109.8	76.0	92.3	90.8	85.3
[15] Cc1ccc2nc(Cl)c(-c3nc4ccccc4[nH]3)cc2c1
→ nt	103.1	106.9	99.5	107.2	89.7	104.2	90.3	90.4
[16] C=C(CN(C)C)C(=O)O
→ 115.3	105.7	128.1	100.7	90.1	112.8	96.6	111.7	114.1
[17] CCOc1ccc2nc(C)cc(Nc3ccc(N(C)C)cc3)c2c1
→ 94.7	87.0	98.2	88.0	73.8	nt	83.6	100.0	84.6
[18] CN(C)c1ccc(/C=C/c2c(F)cccc2Cl)cn1
→ 78.5&86.9	79.5	103.0&109.6	105.5&60.8	70.8&79.0	89.8&85.9	71.8&69.3	84.2&71.4	92.2&97.2
[19] CCOc1ccccc1NC(=O)c1cc(-c2ccccc2)n(-c2ccc(S(C)(=O)=O)cc2)n1
→ 90.8	129.5	79.8	140.5	107.5	103.7	87.3	93.8	107.2
[20] CN(C)c1ccc(/C=C/c2sc3ccc4ccccc4c3[n+]2C)cc1
→ -10.5*	-85.8*	-95.1*	-20.8*	-100.0*	-29.4*	nt	-25.9*	-40.9*
[21] CCNC(=O)Oc1ccc(/C(=C(/CC)Cc2ccccc2)c2ccc(OCCCN(C)C)cc2)cc1
→ 94.1	102.7	99.7	96.3	87.6	95.6	87.6	100.6	106.5
[22] CCCCN(CCCC)CC(O)c1cc2ccccc2c2cc(Br)ccc12 (stereo unspecified)
→ 93.5	75.7	nt	53.8	34.0	72.5	62.1	74.5	81.4
[23] Cc1nnc(NC(=O)Nc2ccc(S(N)(=O)=O)cc2)s1
→ 102.9	113.0	90.6	91.2	113.7	105.0	106.0	95.0	106.0
[24] CCOC(=O)c1nocc1CCCOc1ccc(C(=O)NCc2cccc(C(F)(F)F)c2)cc1C
→ 106.0	109.2	104.4	93.4	109.3	102.1	95.0	101.2	109.2
[25] COc1cc(/C(=C2/O[C@@H]([C@H](O)CO)[C@H]3OC(C)(C)O[C@@H]23)c2ccc3ccccc3c2)cc(OC)c1OC
→ 104.7	126.2	nt	nt	112.9	91.2	108.9	102.1	116.8
[26] CCOC(=O)C(O)C(O)C(=O)OCC (stereo unspecified)
→ 101.9	105.8	124.7	101.5	105.1	106.1	101.4	100.1	102.6
[27] O=C1NC(=O)C2(CCCc3c([N+](=O)[O-])cccc32)N1 (stereo unspecified)
→ 109.2	105.6	111.9	95.0	113.2	97.5	107.1	106.0	106.9
[28] Cc1ccc(S(=O)(=O)Oc2ccc3ccccc3c2)cc1
→ 96.5	103.3	99.1	80.7	91.8	88.2	87.1	97.3	102.6
[29] COc1ccc(Cl)cc1NC(=O)c1cc2c([nH]1)-c1nc(NC(=O)C(C)C)sc1CC2
→ 92.8	101.9	108.7	111.5	87.0	79.5	63.7	83.5	105.6
[30] CC12CCC(C(S(=O)(=O)Nc3ccccc3)C1=O)C2(C)C (stereo unspecified)
→ 92.2	110.3	105.0	nt	98.3	97.2	106.5	98.6	104.5

# Rewritten with tabs: entries from further up
nr	structure	NCI-H322M	COLO 205	RXF 393	A498	HT29	NCI-H226	NCI-H522	NCI-H23	NCI-H460
7	N#CCCNCc1ccccc1	113.5	131.9	111.4	132.0	115.5	94.7	113.6	103.3	106.8
8	Cc1ccc(CSc2ncnc3nc[nH]c23)cc1	104.4	119.9	107.7	117.0	112.2	105.4	137.9	97.8	114.6
9	COc1ccc(-c2nn(-c3ccccc3)cc2/C=C2\SC(=S)N(CCc3ccccc3)C2=O)cc1	100.1	110.5	112.1	70.4	100.1	88.4	82.2	90.7	63.4
10	O=C(Cc1ccccc1Nc1c(Cl)cccc1Cl)NN1C(=O)/C(=C/c2ccc(Br)cc2)SC1=S	98.7	104.6	110.6	106.7	108.6	95.6	93.9	97.5	103.8
11	COc1ccc2cc([C@H](C)C(=O)NCc3ccccc3)ccc2c1	49.7	0.9*	nt	63.1	5.2*	59.5	-5.3*	33.6	17.7
12	C=C1C(=O)O[C@H]2[C@H]1CC/C(COC(=O)c1ccc3ccccc3c1)=C\CC[C@@]1(C)O[C@@H]21	45.0	-71.1*	-91.0*	64.1	-87.5*	-82.3*	-77.3*	2.6*	8.7*
13	CCCCn1c(=O)c(/C=C/c2cc(/C=C/c3cc4cc(C)ccc4n(CCCC)c3=O)[nH]n2)cc2cc(C)ccc21	99.9	106.8	nt	106.4	103.1	98.9	96.7	106.1	110.7

# Further records follow.
# Order of results – NCI-H322M	COLO 205	RXF 393	A498	HT29	NCI-H226	NCI-H522	NCI-H23	NCI-H460
[31] N[C@@H](Cc1ccccc1)[C@@H](O)C(=O)O
→ 98.0	109.2	113.9	103.8	112.1	100.9	96.6	102.2	107.7
[32] CCOC(=O)C1OC(Oc2ccc3c(C)cc(=O)oc3c2)[C@@H](OC(C)=O)C(OC(C)=O)C1OC(C)=O (stereo partly specified)
→ 106.3	nt	105.1	nt	109.7	nt	92.3	97.3	103.3
[33] CCN(CC)Cc1cccc(C(=O)OC)c1
→ 106.0	106.3	105.4	114.8	105.7	90.2	101.0	96.6	103.5
[34] Cc1ccc(C)c(OCCCC(C)(C)C(=O)O)c1
→ 90.8	117.8	113.5	109.6	96.6	95.4	98.9	103.1	119.3
[35] CN(C)c1nc(NCCNS(=O)(=O)c2ccc(C3=Nc4c(N)nc(N)nc4NC(c4ccccc4)C3)cc2)nc(Nc2ccc(F)cc2)n1 (stereo unspecified)
→ 58.4	44.0	13.4	57.3	18.3	52.8	43.1	58.6	25.9
[36] O=C(CCn1cnc2c(cc(-c3ccccc3)n2-c2ccccc2)c1=O)Nc1ccc(F)cc1
→ nt	103.0	1.8*	63.8	89.9	106.5	55.0	76.1	80.4
[37] COc1cc(Cl)cc(-c2nn(C(=O)NS(=O)(=O)c3ccc(Cl)cc3)cc2-c2ccncc2)c1
→ 96.5	72.1	71.2	70.2	30.8	70.7	74.3	89.1	111.1
[38] CCCNC(=O)OCC
→ 95.7	99.5	105.0	101.2	101.5	94.1	nt	106.7	99.2
[39] CCN1C(=O)N(CC)C2NN3C(=O)C4(CN(C)CC45C(=O)N(C)c4ccccc45)SC3=NC21 (stereo unspecified)
→ 102.9	91.9	93.6	90.7	97.7	93.7	93.1	105.8	104.2
[40] CC(=O)NNC(=O)c1ccc(C(=O)O)cc1
→ 91.1	108.8	127.4	102.9	92.0	109.0	88.2	100.6	117.7
[41] CCOc1ccc(N=Nc2ccc(N)cc2N)cc1
→ 93.3	116.3	84.7	83.1	93.9	97.3	82.0	35.7	95.3
[42] CCOc1nc(-c2ccccc2)cc2c(O)c(C(=O)N/N=C/c3ccncc3)[nH]c(=O)c12
→ 119.6	101.1	25.8	85.3	94.4	97.6	131.0	49.3	102.9
[43] CCN1CNC(=O)NC1
→ 103.1	114.1	103.9	105.4	96.5	102.4	85.5	112.5	116.3
[44] Nc1c(Cl)cc2c(c1Br)Cc1ccccc1-2
→ 103.7	95.2	99.1	127.5	103.0	97.5	95.3	86.9	94.6
[45] Cc1cccc[n+]1[O-]
→ 133.7	109.0	112.9	nt	101.2	101.7	110.6	103.8	107.2
[46] Cc1cc(Br)c(C)cc1Br
→ 96.4	109.9	105.9	77.7	94.2	94.4	96.0	97.9	114.1
[47] O=C(/C=C/C=C/c1ccccc1)N1c2ccccc2CC1c1c[nH]c2ccccc12 (stereo unspecified)
→ 94.1	85.9	93.1	100.9	76.4	78.4	54.5	85.2	56.8
[48] CCOC(=O)C(C#N)(CC)CC
→ 108.5	104.4	100.5	88.4	105.9	95.7	nt	107.7	105.4
[49] O=C(OCC(Cl)(Cl)Cl)c1cc([N+](=O)[O-])cc([N+](=O)[O-])c1
→ 96.7	95.8	104.0	99.4	82.6	94.4	60.3	103.3	98.6
[50] COc1ccc2c(c1)sc1nc3nc4n(c(=N)c3c(=N)n12)-c1ccccc1Sc1ccccc1-4
→ 112.2	112.2	106.7	86.0	110.8	101.3	76.0	84.4	90.3
[51] c1ccc(CSc2nnc(NC3CCCCC3)s2)cc1
→ 91.2	113.7	112.9	95.2	110.0	102.4	94.1	100.4	102.3
[52] COc1cc(OC)c2c(=O)cc(-c3cccnc3)oc2c1
→ 84.1	105.7	98.7	83.4	92.3	101.1	100.7	93.6	94.6
[53] CCOCCOCCOCCOCCOCCOCCOCCOCCOCCO (tested in a mixture with another compound)
→ 51.4	-89.7*	37.3	32.8	-44.0*	28.2	-66.5*	7.8*	12.9
[54] CCC(=O)Oc1ccc(/C(=C(/C)Cc2ccc(OC)cc2)c2ccc(OCCCN(C)C)cc2)cc1
→ 112.4	112.4	103.8	nt	112.6	104.7	104.3	100.8	107.8
[55] CC(c1ccc(N)cc1)(c1c[nH]c2ccccc12)c1c[nH]c2ccccc12
→ 92.3	84.6	90.5	95.3	90.5	83.3	66.5	90.7	93.9
[56] CCc1c(C)c2ccc(O)c(-c3cc(-c4ccc(N(C)C)cc4)n(-c4ccccc4)n3)c2oc1=O
→ 95.3	114.4	124.1	100.6	97.8	121.0	97.0	98.6	106.2
[57] COc1cc2c(cc1OC)C1=NN(C(=O)Nc3ccc(Br)cc3)C(c3ccncc3)C1C2 (stereo unspecified)
→ 116.2	119.5	109.4	96.3	101.3	98.4	84.0	98.4	107.8
[58] CC(C)OC(=O)c1ccc2n1CCc1cnc(NC3CCCCC3)nc1-2
→ 106.7	111.3	120.1	69.3	65.8	107.6	95.0	105.3	110.2
[59] CCN(CC)CCOC(=O)Nc1cc(C(F)(F)F)ccc1Cl
→ 103.1	121.4	121.7	132.3	100.6	88.2	89.9	95.4	116.8
[60] COc1cc2cc(Oc3cccc(NC(=O)Nc4cc(C(F)(F)F)cc(C(F)(F)F)c4)c3)c(C)nc2cc1OC
→ 14.9	-81.2*	-24.5*	-11.5*	4.9*	-10.2*	-33.4*	2.3*	7.0*
[61] CCCCCCCC/C=C\CCCCCCCCOc1ccc(CC(=O)NCC[N+]2(C)CCOCC2)cc1
→ 88.1	-14.8*	-38.6*	91.8	36.9	71.1	69.5	78.9	54.9
[62] CCCCCCCN(CCCCCCC)C(=N)c1ccc(OC)c2ccccc12
→ -89.0*	-73.0*	-94.5*	-52.9*	-78.8*	-73.1*	-75.2*	-70.2*	-92.0*
[63] CC(=O)N1c2ccnn2CC1c1ccccc1 (stereo unspecified)
→ 106.8	112.7	111.2	96.9	99.1	100.2	89.9	105.6	102.8
[64] CC(=O)NCNC(C)=O
→ 110.3	117.7	107.8	113.1	111.1	99.8	119.0	112.9	112.8
[65] COc1cc(C2CC(c3cc(OC)c(OC)c(OC)c3)=NN2c2ccccc2)ccc1OCc1ccc(C)cc1 (stereo unspecified)
→ 102.4	119.3	100.9	101.6	85.7	80.2	82.3	101.4	99.3
[66] CC(O)CNC(=O)C(C)(C)O (stereo unspecified)
→ 131.1	108.1	109.1	98.9	113.2	106.7	nt	98.6	107.8
[67] CCOC(=O)C(=O)Nc1cccc(NC(=O)C(=O)OCC)n1
→ 98.8	118.8	101.7	110.8	111.2	95.7	105.1	96.8	105.4
[68] CCCCOC(=O)C12CCCCC1O2 (stereo unspecified)
→ 110.2	126.6	103.1	92.9	105.6	97.5	107.9	101.3	105.8
[69] Cc1ccc(C(C)C)cc1NC(=O)Nc1ccc([N+](=O)[O-])cc1
→ 43.2	-35.4*	90.8	7.5*	12.4	27.3	-19.8*	-32.8*	-1.4*
[70] COc1ccc2oc3c(ccc[n+]3C)c(=O)c2c1
→ 105.2	98.6	108.2	95.7	96.6	98.3	82.7	105.4	108.0
[71] CCOC(=O)/C=C1\S/C(=N\Nc2cc(=O)[nH]c3ccc(C)cc23)N(Cc2ccccc2)C1=O
→ 97.1	95.7	117.5	120.7	115.0	94.8	91.8	98.2	109.2

# Screening results: PubChem, NCI

# Outcome played no part in choosing rows, and some 12% of all compounds hit somewhere here.
